SK-BR-3 tox 24h = SK-BR-3 proliferation inhibitors, primary screen, cell-based, human, 24 h | SK-BR-3 viability, CellTiter-Glo ATP luminescence; active compounds read low | viability, % at 10 µM | 41,000 tested, 0.47% active;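 active = viability at or below the median of all test compounds minus 3 SD, in both replicates if run twice, cut at about 45% in these data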;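 note: 100% = median untreated cell wells and 0% = median positive control drug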
Numbers without * were called inactive.

Structure | SK-BR-3 tox 24h
Cc1ccc(S(=O)(=O)NCC(=O)OCC(=O)N2CCc3ccccc32)cc1 | 76
COCC(=O)NCCc1nc(-c2ccccc2)cs1 | 67
CC1(C)CC(=O)C2=C(C1)N(CCN1CCOCC1)C1=C(C(=O)CC(C)(C)C1)C2c1cccc(Cl)c1 | 83
O=c1[nH]c2ccccc2n1CCCSc1cnc2ccccc2n1 | 88
Cc1cc(NC(=O)c2noc3c2CCCC3)nn1Cc1ccc(Cl)cc1 | 78
COc1ccc(-c2nn3c(-c4ccccn4)nnc3s2)cc1OC | 96
Clc1ccc2[nH]c3c(NCCN4CCOCC4)ncnc3c2c1 | 58
Cc1ccc(NC(=O)NC2CCN(CC(=O)Nc3nccs3)CC2)cc1 | 92
CCOC(=O)NC(Nc1cc(C)ccn1)(C(F)(F)F)C(F)(F)F | 108
Cn1c(SCC(=O)NCC2CCCO2)nc2c([nH]c3ccccc32)c1=O (centres undefined) | 89
COc1cc2c(cc1OC)C1Cc3ccc(OC)c(OC)c3CN1CC2 (centres undefined) | 93
O=c1[nH]c(SCc2ccc(Cl)cc2)nc2c1CCC2 | 105
CCCCOc1ccccc1C1C(C(=O)OC)=CN(CC)C=C1C(=O)OC | 80
Cc1sc2ncnc(NCCCn3ccnc3)c2c1C | 75
CCOC(=O)C1=C(C)NC(=O)NC1c1ccoc1 (centres undefined) | 89
CN(c1ccccc1C(=O)N1CCCC1)S(C)(=O)=O | 128
Cc1ccc(O)c(C(=O)CC(=O)c2cccc(F)c2)c1 | 117
CCC(=O)Nc1ccc(C(=O)CSc2nnc(CNc3ccc(Cl)cc3)o2)cc1OC | 65
CC1CCCN(c2nc3c(c(=O)n(C)c(=O)n3C)n2Cc2ccccc2)C1 (centres undefined) | 84
CCCN1C2CCCC1CC(NC(=O)c1ccccc1OCC)C2 (centres undefined) | 155
O=C(CCn1nc(-c2ccccc2)c2ccccc2c1=O)NCC1CCCO1 (centres undefined) | 81
CCCC(C(=O)NC1CCCC1)N(CC1CCCO1)C(=O)c1snc(C(N)=O)c1N (centres undefined) | 80
O=C(Nc1sccc1C(=O)N1CCOCC1)c1cccnc1 | 73
O=C(OCCCN1CCCCC1)c1ccc(O)cc1 | 120
O=C(CCN1C(=O)c2ccccc2C1=O)Nc1sc2c(c1C(=O)NCc1ccco1)CCCC2 | 90
CCCSc1nc(C)c(-c2csc(C(C#N)=C3CCCC3)n2)cc1C#N | 108
Cc1c(Cl)cccc1-n1nnnc1-c1cccs1 | 72
COc1ccccc1N1CCN(C(=O)c2oc3cc(C)c(C)cc3c2C)CC1 | 119
Cc1c(C(=O)c2no[n+]([O-])c2C(=O)c2cnn(C)c2C)cnn1C | 65
O=C(CCNS(=O)(=O)c1cccs1)Nc1nccs1 | 99
COc1cc(OC)cc(-c2nc(-c3ccc(Br)cc3)no2)c1 | 101
COC(=O)C1=CN(CCCN2CCCC2=O)C=C(C(=O)OC)C1c1ccccc1C(F)(F)F | 88

Next part (4 carried over from the part before).
Structure | SK-BR-3 tox 24h
Cc1c(C(=O)c2no[n+]([O-])c2C(=O)c2cnn(C)c2C)cnn1C | 65
O=C(CCNS(=O)(=O)c1cccs1)Nc1nccs1 | 99
COc1cc(OC)cc(-c2nc(-c3ccc(Br)cc3)no2)c1 | 101
COC(=O)C1=CN(CCCN2CCCC2=O)C=C(C(=O)OC)C1c1ccccc1C(F)(F)F | 88
O=C(NC(Cc1ccc2c(c1)OCO2)C(=O)N1CCCC1C(=O)O)c1ccccc1 (centres undefined) | 108
CSc1nc(C)cc(NC(N)=O)n1 | 85
CC(C(=O)O)N1C(=O)c2cccc3cccc1c23 (centres undefined) | 91
Cc1cc(=O)oc2cc(OC(C)C(=O)N3CCCc4ccccc43)ccc12 (centres undefined) | 83
Cc1ccc2nc(-c3ccccn3)cc(C(=O)N3CCN(c4ncccn4)CC3)c2c1 | 70
COC(=O)c1ccc(CN(C(C)=O)c2ccccc2)o1 | 102
COCCN1CCn2c(nc3cc(NC(=O)c4ccc(OC)cc4)ccc32)C1 | 93
Cc1ccc(CN2C(=O)CCC2C(=O)NC2CCCC2)cc1 (centres undefined) | 98
COc1ccc(C2C(C#N)=C(N)N3C(=C2C#N)Sc2ccccc23)cc1 (centres undefined) | 103
CCCCn1c(C(C)O)nc2ccccc21 (centres undefined) | 99
CCCN(CCC)CCNC(=O)Cn1cnc2sc(C)c(S(=O)(=O)N3CCOCC3)c2c1=O | 95
NC(=O)CNC(=O)C1CCCc2c1[nH]c1ccc(Cl)cc21 (centres undefined) | 97
CCCCc1ccc(NC(=O)N[C@H](C(=O)O)C(C)CC)cc1 (some centres undefined) | 91
Cc1cc(C(=O)NCC(c2ccco2)N(C)C)no1 (centres undefined) | 109
CCCCCCC(=O)Nc1ccc(Cl)cn1 | 85
Nc1nc2c(ncn2COCCO)c(=O)[nH]1 | 102
CCOc1ccccc1NC(=O)COc1cccc(-n2cnnn2)c1 | 88
COc1ccc(C(=O)NCCn2cc(SCC(=O)NCc3ccco3)c3ccccc32)cc1 | 67
COc1ccc(CCN2CCC(Nc3nc4ccccc4n3Cc3ccc(F)cc3)CC2)cc1 | 24*
C=C(Br)CN1CCN(CC(=C)Br)CC1 | 80
CCNc1nc(SC(C(C)=O)C(C)=O)nc(N(C)C)n1 | 77
COCCCn1c(=O)c2ccccc2c2ccccc2c1=O | 89
CCOC(=O)Cn1ncc2c(=O)oc3ccccc3c21 | 104
CCOC(=O)CNC(=O)CNC(=O)c1ccc(OC)cc1 | 91

Next section
compound	SK-BR-3 tox 24h
CCc1ccc2[nH]c(=O)c(CN(CCN(CC)CC)C(=O)Nc3ccccc3OC)cc2c1	79
COc1ccccc1NC(=O)c1c(C)cc(=O)oc1C	93
c1ccc(-c2noc(-c3ccco3)n2)nc1	95
CC(C)n1nnnc1SCC(=O)NCc1ccco1	96
COc1ccc(CC(=O)N2CCNC2=O)cc1	80
Cc1nn(C)c(C)c1S(=O)(=O)N1CCCC(C(=O)NC2CCCCC2)C1 (centres undefined)	84
Cc1cc(SCC#N)n2nc(C)c(-c3ccccc3)c2n1	61
CCOc1nc2c(c(=O)n(C)c(=O)n2C)n1Cc1ccccc1Cl	84
Cc1ccc(SCC(=O)NCCCN2CCOCC2)cc1	89
COc1ccc(C2NCCC3(O)CCCCC23)c(OC)c1OC (centres undefined)	73
O=S1(=O)C=C(SCCN2CCCCC2)c2ccccc21	93
Cc1nc2nc(SCC(N)=O)[nH]c2cc1Br	86
OC(COc1ccc(OCc2ccccc2)cc1)CN1CCOCC1 (centres undefined)	83
CSc1nc(C)c(C(=O)Nc2ccccc2)c(C)c1C#N	79
CN(Cc1ccccc1)C(=O)N[C@@H](Cc1ccccc1)C(=O)O	81
CCCc1nnc(NC(=O)CCC(=O)N2CCN(CCn3c(C)ccc3C)CC2)s1	94
CCc1c(C(=O)NCc2ccc3c(c2)OCO3)[nH]c(C)c1C(C)=O	99
COc1cc(C(c2sc3nc(C)nn3c2O)N2CCC3(CC2)OCCO3)cc(OC)c1OC (centres undefined)	106
COC(=O)c1ccc(C2C(C(C)=O)=C(O)C(=O)N2CCO)cc1 (centres undefined)	71
CN(C)CCCOC(=O)C1c2ccccc2Oc2ccccc21	77
CCN(CC)C(=O)CC(c1ccc(F)cc1)c1ccco1 (centres undefined)	88
COc1ccc(N2CCN(CCNC(=O)c3ccc(NC(=O)C4CCCO4)cc3)CC2)cc1 (centres undefined)	85
O=C1CC(C(=O)NCc2ccccc2)N=C(N2CCCCC2)N1 (centres undefined)	92
O=C(Cc1cccs1)NCc1ccc(F)cc1	100
C=CCSc1nc(C)c(CC(=O)OCCCC)c(=O)[nH]1	75
CCn1c(SCC(=O)Nc2ccccc2)nnc1-c1ccc(S(=O)(=O)N2CCOCC2)cc1	108
Cc1cc(C(=O)N2CCN(c3ccccn3)CC2)no1	97
COc1cccc(C(=O)NCC2CCN(c3ccc(S(=O)(=O)N4CCOCC4)cc3)CC2)c1	93
O=C(O)Cn1c(SCCOc2ccccc2F)nc2ccccc21	114
COC(=O)CCC(=O)N1CCc2cc(S(=O)(=O)N3CCN(c4ccccc4Cl)CC3)ccc21	89
COc1ccc(OC)c(C2c3c(oc4ccccc4c3=O)C(=O)N2CCCN(C)C)c1 (centres undefined)	80
CCOC(=O)c1cnc2ccccc2c1NCCO	87
Cc1cc(NC(=O)CCC(=O)N(CC(=O)NC2CCCC2)Cc2ccccc2Cl)no1	95
O=C(Nc1cccc(C(F)(F)F)c1)c1cc(S(=O)(=O)N2CCCCC2)ccc1N1CCOCC1	93
CC1CN(c2nc3c(c(=O)n(Cc4ccc(Cl)cc4)c(=O)n3C)n2C)CC(C)O1 (centres undefined)	94
Cc1sc(NC(=O)CSc2nc(N)n(CC(=O)c3ccccc3)n2)c(C#N)c1C	100
COc1ccc(CCNC(=O)NC(C(F)(F)F)C(F)(F)F)cc1OC	94
CCCCNC(=O)C1CCCN1C(=O)Nc1cccc(OC)c1 (centres undefined)	99
CN(C)c1ccc2c(O)cc(=O)n(C)c2c1	83
CCN(CC)S(=O)(=O)c1ccc(Nc2cc(C)nc3ncnn23)cc1	86
CN1CCN(C(=O)C2(NC(=O)Nc3cccc(F)c3)CCCCC2)CC1	92
Cn1c(Cc2csc(N)n2)nnc1SC/C=C/c1ccccc1	98
CCCCCC(=O)N1CCN(CCN=CC2=C(O)CC(c3ccc(OC)c(OC)c3)CC2=O)CC1 (centres undefined)	100
CCOC(=O)C1CCN(S(=O)(=O)c2ccc(-n3cnnn3)c(C)c2)CC1	99
Cc1c(C)c2cc(Cl)c(O)c(CN3CCN(C)CC3)c2oc1=O	116
C=CCn1c(SCC(=O)Nc2ccc3c(c2)OCO3)nnc1-c1ccccc1	75
CCCc1cc(N2CCCC2)n2nc(C)c(-c3ccccc3)c2n1	65
CCN(CC)C(=O)COC(=O)c1ccc(O)cc1	72
Clc1ccccc1CSc1nnc(-c2ccccn2)n1Cc1ccco1	129
N#Cc1nc(-c2ccco2)oc1NCCCn1ccnc1	90
NC(=O)C1CCN(Cc2nc(-c3ccccc3)no2)CC1	84
O=C(O)CCc1nn2c3ccccc3nc2n(CCN2CCCCC2)c1=O	96
COc1ccc(CN2CCC(=O)NC2=O)cc1	100
O=c1oc2c3c4c(cc2s1)CCCN4CCC3	79
COc1ccc(Br)cc1CNc1ccc(O)cc1	90
CCOC(=O)N1CCN(C(=O)Cn2ccc3ccccc3c2=O)CC1	82
CSc1cccc(NC(=O)C2CCN(S(=O)(=O)c3ccc(F)cc3)CC2)c1	99
O=C(CCCn1c(=O)c2ccccc2n(Cc2ccccc2)c1=O)NCc1ccco1	74
CC(C)(C)Nc1nc(Oc2ccc(=O)n(-c3ccccc3)n2)nc(N2CCOCC2)n1	97
O=C(O)c1n[nH]c2ccccc12	89

As a short view, part of the list above.
compound	SK-BR-3 tox 24h
COc1ccc(CN2CCC(=O)NC2=O)cc1	100
O=c1oc2c3c4c(cc2s1)CCCN4CCC3	79
COc1ccc(Br)cc1CNc1ccc(O)cc1	90
CCOC(=O)N1CCN(C(=O)Cn2ccc3ccccc3c2=O)CC1	82
CSc1cccc(NC(=O)C2CCN(S(=O)(=O)c3ccc(F)cc3)CC2)c1	99
O=C(CCCn1c(=O)c2ccccc2n(Cc2ccccc2)c1=O)NCc1ccco1	74
CC(C)(C)Nc1nc(Oc2ccc(=O)n(-c3ccccc3)n2)nc(N2CCOCC2)n1	97
O=C(O)c1n[nH]c2ccccc12	89

Carrying on.
compound	SK-BR-3 tox 24h
COC(=O)c1ccc2c(=O)n(CCCN3CCOCC3)c(=S)[nH]c2c1	80
COc1cccc(C2C=C(c3ccc(Br)s3)Nc3ncnn32)c1OC (centres undefined)	77
O=C1CC(N2CCC(c3nc4ccccc4s3)CC2)C(=O)N1 (centres undefined)	84
CCCn1nnc(NC(=O)c2cccc(OCC)c2)n1	88
CCOC(=O)Cc1c(C)nc2cc(-c3ccc(C)cc3)[nH]n2c1=O	99
CC(C)(C)c1ccc(OCc2nc(-c3ccccn3)no2)c(Br)c1	85
CCCn1c(C)nc2c(c1=O)c1nc3ccccc3nc1n2CCC1=CCCCC1	73
COC(=O)C(NC(=O)c1ccccc1)(Nc1nccs1)C(F)(F)F (centres undefined)	96
COC(=O)C1(S(=O)(=O)c2cccc3nsnc23)CC1	87
O=C1Nc2ccc(Br)cc2C1(O)Cc1ccncc1 (centres undefined)	95
Cc1cc(C(=O)Nc2sc3c(c2C#N)CCC3)no1	102
CC(C)CNC(=O)CN(C1CCCCC1)S(=O)(=O)c1ccccc1	111
FC(F)(F)c1cccc(Nc2ncnc3ccccc23)c1	90
COCCNc1oc(-c2ccc(Cl)cc2)nc1C#N	97
CC(C)(C)NC(=O)c1ccc2nccnc2c1	90
O=C(Nc1ccc2c(c1)OCO2)C1CCCN1C(=O)Nc1ccccc1F (centres undefined)	96
O=C(NCc1cccs1)Nc1ccc2c(c1)OCO2	90
CCOC(=O)c1cc2ccc(OC)c(OC)c2c(=O)s1	95
CC12CCC(C(N)=O)(c3nc4ccccc4nc31)C2(C)C (centres undefined)	91
CCOC(=O)C1CCN(C(=O)CNC(=O)OC(C)(C)C)CC1	92
CCCN(CC1CC1)C(=O)Nc1ccccc1C	100
COC(=O)COc1cccc(NS(=O)(=O)c2ccc(NC(C)=O)cc2)c1	110
COc1cc(C2c3c(oc4ccc(C)cc4c3=O)C(=O)N2c2cc(C)ccn2)cc(OC)c1OC (centres undefined)	99
Cc1ccc(CS(=O)(=O)CCC(=O)NCCN2CCCC2)cc1	109
COc1cc(OC)cc(-c2cc3nc4c(c(N5CCN(c6ncccn6)CC5)n3n2)CCCC4)c1	104
c1ccc(OCc2nn3c(-c4cccnc4)nnc3s2)cc1	102

Screening data (PubChem BioAssay)

The list is partial; rates above refer to the full screens.
